Assay outcomes: PubChem BioAssay, The Scripps Research Institute Molecular Screening Center
ARFGAP1 inh: rat ARFGAP1 inhibition. Q62848. Arfgap1-stimulated ARF1 GTP hydrolysis, GDP FP detection. inhibition, % at 16.5 µM. 0.26% of 360,000 active. AID 651572;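 active = inhibition above a per-plate limit, mean inhibition of low control wells plus 3 SD, cut at about 25% in these data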;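 also: 0% = DMSO wells with enzyme and 100% = wells lacking Arfgap1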
Target sequence (Q62848 1-136 limits assumed): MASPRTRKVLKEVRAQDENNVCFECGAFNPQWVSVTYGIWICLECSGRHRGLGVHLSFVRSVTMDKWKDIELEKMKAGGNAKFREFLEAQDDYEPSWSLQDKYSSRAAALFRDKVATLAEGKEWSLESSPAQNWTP
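system = rat Arfgap1 catalytic domain, aa 1-136 | technique = FP, GDP Alexa 633 tracer displaced from anti-GDP antibody, 620/688 nm | compound = one concentration, 16.5 µM, DMSO 1.26% | medium = HEPES-based buffer, pH 7.5 | timing = compound-enzyme preincubation 20 min, reaction 120 min, detection 60 min, 25 °C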
DDE Tn7 FP inh: DD(E)-Tn7 binding inhibition, primary FP screen; FP displacement of FITC-Tn7 peptide from fibrin DD(E); 0% = median of compound wells per plate; inhibition, % at 8.3 µM; 0.13% of 370,000 active; AID 720508;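 active = inhibition above the mean of compounds falling within the control limits plus 3 SD of them, cut at about 14% in these data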;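 also: 0% = plate median of compound wells and 100% = 10 µM Aha-Tn7 peptide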
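Measure: % inhibition scaled between sample-field median and high-control FP; Test system: human fibrin DD(E); Quantity: 2 µM final DD(E) protein; Doses: one dose, 8.3 µM nominal; Schedule: compound with protein 10 min, then 3 h after probe, room temperature; Detection: fluorescence polarization; Medium: Tris buffer with calcium and detergent, pH 7.8.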
DDE Tn6 FP inh: disrupts Tn6 cyclic peptide binding to fibrin D-Dimer-E complex | P02675 | Fibrin DD(E) TRITC-Tn6 fluorescence polarization displacement | inhibition, % at 8.3 µM | 0.21% of 370,000 active | AID 720509;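 active = inhibition above a per-campaign cutoff: mean of compounds within control limits plus 3 SD, cut at about 15% in these data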;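 also: 0% = median of all compound wells on the plate and 100% = blocking peptide control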
PLCg1 inh: inhibitors of human phospholipase C gamma1. 0.84% of 370,000 active. inhibition, % at 12.2 µM. P19174. purified PLC-gamma1, fluorogenic substrate, fluorescence; in the data active = inhibition above about 9.5%
PLCb3 inh: PLC-beta3 (human) inhibition, primary screen. Q01970. 0.18% of 370,000 active. inhibition, % at 12.2 µM. Purified PLC-beta3, fluorogenic substrate, fluorescence. AID 720704; in the data active = inhibition above about 11%;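 also: 0% = median of compound wells on plate and 100% = full blocker control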
TDP2 inh: blocks human TDP2 phosphodiesterase activity; inhibition, % at 12.8 µM; recombinant TDP2, T5PNP hydrolysis, p-nitrophenol absorbance 415 nm; 0.34% of 370,000 active; O95551; AID 720702;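 active = inhibition above the mean of all tested compounds plus 3 SD, set per campaign, cut at about 25% in these data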;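 also: 0% = DMSO with enzyme and 100% = buffer with substrate but no TDP2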
Target sequence (O95551 whole entry, looked up): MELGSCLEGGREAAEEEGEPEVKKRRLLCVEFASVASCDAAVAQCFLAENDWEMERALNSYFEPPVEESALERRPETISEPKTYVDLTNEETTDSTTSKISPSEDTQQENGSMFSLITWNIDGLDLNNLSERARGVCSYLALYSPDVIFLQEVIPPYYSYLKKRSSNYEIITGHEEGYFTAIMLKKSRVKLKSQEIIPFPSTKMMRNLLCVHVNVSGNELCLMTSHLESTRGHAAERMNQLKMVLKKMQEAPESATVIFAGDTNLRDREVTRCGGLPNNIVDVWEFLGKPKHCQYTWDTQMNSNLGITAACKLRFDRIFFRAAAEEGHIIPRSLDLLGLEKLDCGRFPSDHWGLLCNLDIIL
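Test system: Human TDP2 enzyme | Reagent: 5 mM T5PNP | Compound dosing: 12.8 µM single point, 1% DMSO | Incubation: Enzyme reaction with compound for 2 h at 37 °C | Technique: p-Nitrophenol epi absorbance | Read-out: % inhibition relative to enzyme-containing and enzyme-free wells | Benchmarks: High control without enzyme, low control DMSO plus TDP2 | Replicates: Singlicate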
ASAP1 GAP inh: ASAP1 ArfGAP inhibition; Q9ULH1; ASAP1-stimulated ARF1 GTP hydrolysis, GDP FP detection; inhibition, % at 16.5 µM; 0.19% of 360,000 active; AID 624377; in the data active = inhibition above about 25%;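 also: 0% = vehicle with enzyme and substrate and 100% = no enzyme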
Target sequence (Q9ULH1 325-724 limits assumed): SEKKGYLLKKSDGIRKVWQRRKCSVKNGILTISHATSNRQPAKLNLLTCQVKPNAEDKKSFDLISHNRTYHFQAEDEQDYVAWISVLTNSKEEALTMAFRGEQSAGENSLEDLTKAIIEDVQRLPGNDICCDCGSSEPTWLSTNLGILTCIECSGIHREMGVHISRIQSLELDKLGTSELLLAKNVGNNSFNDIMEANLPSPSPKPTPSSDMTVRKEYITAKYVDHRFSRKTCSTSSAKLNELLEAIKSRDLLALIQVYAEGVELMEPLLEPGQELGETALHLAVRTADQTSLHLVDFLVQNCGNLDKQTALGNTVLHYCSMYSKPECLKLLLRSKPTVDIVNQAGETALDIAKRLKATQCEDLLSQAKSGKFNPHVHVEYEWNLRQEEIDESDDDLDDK
ADAM17 inh: inhibits human ADAM17; AID 720648; P78536; 0.83% of 370,000 active; recombinant ADAM17, EDANS/DABCYL FRET peptide cleavage; inhibition, % at 6.95 µM;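 active = inhibition above the mean of compounds lying between control limits plus 3 SD, set per campaign, cut at about 8.5% in these data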;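 also: 0% = DMSO-only wells as the low control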
SIAE inh: human SIAE inhibition, primary screen | Q9HAT2 | SIAE FP-Rh probe binding, fluorescence polarization | inhibition, % at 9.66 µM | 0.69% of 370,000 active | AID 1053197;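 active = inhibition above a cutoff: mean of compounds within the control limits plus 3 SD of those, cut at about 17% in these data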;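 also: 0% = plate median of compound wells and 100% = probe without SIAE protein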
ADAM10 inh: inhibitors of human ADAM10. O14672. recombinant ADAM10, EDANS/DABCYL FRET peptide cleavage, 3 h. inhibition, % at 7 µM. 0.62% of 370,000 active. AID 720582;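 active = inhibition above a per-campaign cutoff equal to the mean of compounds falling between control-based bounds plus 3 SD, cut at about 20% in these data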;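 also: 0% = DMSO wells while the 100% control is not disclosed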
The depositor's hits bear a star; i = inactive; . = not tested or not shown; & = joins results of further samples. Some of the compounds tested (hit frequency here may not be typical).

SMILES	ARFGAP1 inh	DDE Tn7 FP inh	DDE Tn6 FP inh	PLCg1 inh	PLCb3 inh	TDP2 inh	ASAP1 GAP inh	ADAM17 inh	SIAE inh	ADAM10 inh
Nc1ccc(Cc2ccc(N)c(Cl)c2)cc1Cl	3	-8	2	0	2	-7	9	2	-2	7
COc1cccc(CNCCc2ccc(F)cc2)c1	-17	3	10	-1	-4	15	-3	-3	-4	-1
N=c1ccccn1Cc1ccccc1	-1	2	-2	1	-6	6	2	-7	-10	-12
C=CCn1c(O)c(C(C)=Nc2ccc(N(C)C)cc2)c(=O)[nH]c1=O	-12	7	3	-1	-2	10	1	-2	9	-4
CCCCCCOc1ccc(CN2CCN(CC)CC2)cc1	5	-2	8	0	5	-2	-4	-2	6	-3
CC(C(=O)c1ccc(Cl)cc1Cl)n1cncn1 (stereo not drawn)	-3	2	4	1	4	-1	7	-1	-6	0
CCCCn1c(C)c(C(=O)OCC)c2c(CN3CCCC3)c(O)ccc21	-1	-1	0	-5	-12	-3	0	-3	6	2
COC(=O)CC(NC(=S)N1CC2C[C@@H](C1)Cn1c2cccc1=O)C(=O)OC (stereo partly drawn)	3	-5	5	0	-1	1	5	4	1	0
COc1ccc(N=Cc2c(O)n(Cc3cccs3)c(=O)[nH]c2=O)cc1	-7	8	6	-2	0	-3	-12	1	-2	-3
Cc1c(C=C2C(=O)N(C)C(=S)N(C)C2=O)c2ccccc2n1CC(=O)NCC1CCCO1 (stereo not drawn)	11	3	-1	-7	-18	6	4	-1	-17	-7
CN1C(=O)C(C)(C2=CCCCC2)C(=O)NC1=S (stereo not drawn)	-2	-2	-2	-1	-2	-11	-10	1	-4	-11
N/C(=N\[N+](=O)[O-])N1CCN(C(=O)c2ccccn2)CC1	-8	0	3	1	1	3	-7	-4	0	2
CCCn1cc(C(=O)O)cn1	9	-2	2	-1	4	-6	4	-1	-6	2
CN(C)C(=O)Oc1ccc(OCc2cccc[n+]2C)cc1	-14	7	-1	-3	0	5	-3	-6	5	-8
CCCCn1c(O)c(C(C)=NCc2ccc3c(c2)OCO3)c(=O)[nH]c1=O	3	-4	-6	0	-5	0	0	0	-3	1
O=[P+](Cc1ccccc1)Cc1ccccc1	-4	-4	2	4	5	-1	10	0	2	-4
CCCOC(=O)Nc1ccc([As](=O)(O)O)cc1NC(=O)OCCC	7	-4	-5	4	-1	-21	-1	3	0	2
Cc1ccc(-n2c(O)c(/C=N/N3CCOCC3)c(=O)[nH]c2=S)cc1	-5	-1	2	-6	-5	7	-3	0	0	4
O=C(NCc1ccccc1)c1cccn(Cc2ccccc2)c1=O	1	-9	4	-4	-8	12	7	-34	-1	-105
Fc1ccc(CN2CCN(c3ccc(Cl)cc3)CC2)cc1	-7	8	-6	-1	0	-4	-4	0	2	8
O=C(O)CCn1cc(C=C2C(=O)NC(=S)NC2=O)c(-c2cccc(Br)c2)n1	0	-2	-4	1	-2	6	23	-1	-7	-13
O=C(NCNC(=O)NC1C(=O)NC(=O)N1CO)NC1C(=O)NC(=O)N1CO (stereo not drawn)	16	2	-3	1	0	3	0	-4	-1	4
Oc1ccc(C2NCc3ccccc3-n3cccc32)cc1Cl (stereo not drawn)	7&-15	-7&4	2&-4	2&1	-1&1	-19&-3	15&22	8&2	5&-2	8&1
COc1ccc(/C=C2/C(=O)N(Cc3ccco3)C(=O)N(C(C)C)C2=O)cc1	-13	-9	1	-1	-11	-9	-8	3	-22	13
O=C(O)C1C2CC3CC(C2)CC1(n1ncc(N2CCC4(CC2)OCCO4)c(Cl)c1=O)C3 (stereo not drawn)	-7	4	2	6	0	-11	-3	0	-3	9
CC(C)Sc1nnc([C@@H](N)Cc2c[nH]c3ccccc23)o1	5	7	-5	-8	-8	-6	9	-5	5	-14
CN1C(=O)C(=Cc2ccc(N3CCCCC3)o2)C(=O)N(C)C1=S	4	-5	8	-1	1	0	1	-2	-15	-2
CC1(C)CC(=O)C(C2(O)C(=O)NC(=O)NC2=O)=C(O)C1	2	-3	-2	-1	-2	53*	9	0	-1	3
CCOC(=O)c1ccccc1N	14	-3	0	5	9	-2	0	1	-3	-5
COC(=O)C1=C(c2cccc(OC)c2OC)C[C@@H]2CC[C@H]1N2C(=O)NC1CCCCC1	10	1	3	0	1	-4	17	0	-1	-1
COC(=O)[C@@]1(C#N)[C@@H]2C=CC(C(C)=O)=CN2[C@@H](C(N)=O)[C@@H]1c1ccc(F)cc1	-2	2	1	-71	-79	3	-18	-10	4	-30
C[N+]1(C)C2CC(OC(=O)C(CO)c3ccccc3)CC1C1OC12 (stereo not drawn)	8	5	-5	0	3	7	-5	-5	-3	-2
Cc1c(NC(=O)C(C)OC(=O)Cc2ccccc2)c(=O)n(-c2ccccc2)n1C (stereo not drawn)	7	1	0	3	0	1	4	-1	1	5
COc1ccccc1N1CCN(Cc2cc(C)c(C)cc2O)CC1	0	3	6	-2	1	-6	-4	1	1	6
Cc1cccc(C)c1NC1=NCCCCS1	6	1	5	2	5	0	-6	0	-4	8
c1ccc(-n2ccnc2)cc1	-8	0	-4	2	5	-5	-9	1	-5	9
COC(=O)C1=C(c2ccccc2)C[C@@H]2CC[C@H]1N2C(=O)N1CCCC1	4	4	-4	0	3	-3	0	4	3	3
Cc1cc(N2CCOCC2)nc2ccc(NC(=O)CCC(=O)N3CCC4(CC3)OCCO4)cc12	0	5	4	-95	-132	-12	-4	-316	1	i
c1coc(CN2Cc3ccccc3-n3nncc3C2)c1	14	3	4	1	-4	-6	-2	-8	-6	-10
O=[N+]([O-])c1ccc(N2CCOCC2)c2ccncc12	0	-7	4	6	-10	-19	-2	4	2	12
O=C(N=Nc1c(O)[nH]c(=O)[nH]c1=O)C1COc2cc3ccccc3cc2O1 (stereo not drawn)	-15	-3	1	-3	-3	11	-5	-2	9	-5
COc1ccc(OC)c(N=Cc2c(O)[nH]c(=O)[nH]c2=O)c1	2	-7	1	-23	-38	0	-14	-9	5	2
CCOC(=O)N(CC)c1ccc(C(O)(C(=O)OC)C(F)(F)F)cc1 (stereo not drawn)	4	2	-8	2	2	2	2	-5	0	-4
O=C(CN1C(=O)[C@@H](Cc2ccc(O)cc2)N=C(c2ccccc2)c2ccccc21)NC1CCCCC1	.	8	-2	3	2	1	.	1	0	3
CSc1nnc(OC(=O)N(C)C)n1-c1ccc(Cl)cc1	0	-5	-1	-4	-19	2	-5	-9	0	-9
COC(/C(C)=C/C=C/C(C)=C/c1coc(C)n1)C(C)C1CC(O)C2(C)OC2C=CC(C)C2CC(CC(=O)O2)CC2OC2C(=O)O1 (stereo not drawn)	-5	-4	5	-4	-19	-7	-4	-1	6	-12
CC(NC(C)(C)C)C(=O)c1cccc(Cl)c1 (stereo not drawn)	-12&13	4&-10	5&3	-1&0	1&3	-4&-2	-8&13	-5&-1	-2&3	-6&-6
COC(=O)C1=C(c2ccc(OCc3ccccc3)cc2)C[C@@H]2CC[C@H]1N2C(=O)NCCCCc1ccccc1	5	1	2	3	0	-2	-1	1	-7	5
CCNC(=O)NNC(=O)C1CC(c2cccnc2)=NO1 (stereo not drawn)	-5	0	-6	0	1	6	13	-2	11	-4
FC(F)(F)c1ccc2c(c1)nnn2C1CCN(Cc2nnnn2Cc2ccccc2)CC1	1	4	2	-1	4	8	2	-7	-8	3

Remaining list, next part.
SMILES	ARFGAP1 inh	DDE Tn7 FP inh	DDE Tn6 FP inh	PLCg1 inh	PLCb3 inh	TDP2 inh	ASAP1 GAP inh	ADAM17 inh	SIAE inh	ADAM10 inh
CCCCC1(CCCC)C(=O)NC(=Nc2cccc(C)c2)NC1=O	3	-3	5	4	5	-14	5	0	1	0
Cc1ccccc1-n1c(-c2ccoc2)nc2ccccc2c1=O	5	6	7	-1	-1	-3	-6	-5	2	-5
Cc1sc2ccccc2c1CC1=NCCN1	-8	-1	-5	-15	-21	-2	-6	-26	0	-108
CC1=CC2OC3CC4OC(=O)C=CC=CC(C(C)O)OCC(O)C(C)CC(=O)OCC2(CC1O)C4(C)C31CO1 (stereo not drawn)	-5	0	-1	0	-1	7	-9	-5	3	-8
CCCCn1c(O)c(C(CC)=NCCc2ccccc2)c(=O)[nH]c1=O	-8	-3	3	9.9*	-1	1	0	2	2	6
O=C(Oc1c(Cl)cc(Cl)c2ccccc12)N1CCCCC1	8	-2	-8	-2	-2	-9	-2	0	-2	-5
CCOC(=O)C(O)(c1ccc(N(CC)S(=O)(=O)c2ccccc2)cc1)C(F)(F)F (stereo not drawn)	2	-5	-7	7	6	-16	-6	14*	-3	27*
COc1ccc2c(c1)NP(=S)(c1ccccc1)N2C (stereo not drawn)	-7	-2	1	-57	-72	1	-8	-17	5	-57
O=C(Cc1cccc(C(F)(F)F)c1)N1CCN(CC(=O)N2CCCC2)CC1	0	1	-2	-5	-5	5	-8	0	-8	-1
COc1ccc(-n2c(-c3ccccc3[N+](=O)[O-])nc3ccccc3c2=O)cc1	5	-6	-10	3	-1	-18	7	-9	-4	1
CCNCCNc1ccc([N+](=O)[O-])c2cccnc12	-2	3	-4	2	-2	2	1	-3	4	1
COc1ccc(N=Nc2c(O)[nH]c(=S)[nH]c2=O)cc1	14	-2	-1	0	-2	1	15	2	3	3
CC(=O)NCCc1c[nH]c2ccccc12	.	-8	0	4	7	2	-8	-2	0	-5
CCCC(=O)NC(Oc1ccccc1Cl)C(Cl)(Cl)Cl (stereo not drawn)	-2	-8	-7	3	1	-9	-9	-2	6	0
O=c1[nH]c(=O)n(-c2ccc(F)cc2)c(O)c1/C=C1\C=Nc2ccccc21	6	1	-2	1	-10	-5	2	-6	-111	-5
O=C1/C(=C/c2cccc([N+](=O)[O-])c2)N2CCC1CC2	2	7	-13	4	6	4	-1	2	6	4
COc1cc2c(cc1/C=C/[N+](=O)[O-])OCO2	0	-6	-1	0	-2	-7	-5	2	7	2
O=C(COC(=O)Cc1ccccc1)Nc1ccc(Cl)cn1	-14	-1	-5	-7	-21	10	-12	-6	-6	-10
COc1ccc(-c2nc3ccccc3n2OC(=O)N(C)C)cc1	1	-8	-8	-3	-3	5	18	-1	14	0
CC(C)(C)NC(=O)CN1CCCN(C(=O)COc2ccc(Cl)c3ccccc23)CC1	1	2	-1	-19	-9	-5	7	-9	7	-10
COC(=O)C1=C(c2ccccc2)C[C@@H]2CC[C@H]1N2C(=O)NCc1ccc(F)cc1	7	4	2	-2	-8	1	6	-4	4	4
